Screening results from PubChem.
ADAM17 inh – inhibits human ADAM17. 370,000 compounds, 0.83% hits. inhibition, % at 6.95 µM. P78536. recombinant ADAM17, EDANS/DABCYL FRET peptide cleavage;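 active = inhibition above the mean of compounds lying between control limits plus 3 SD, set per campaign, cut at about 8.5% in these data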;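 also: 0% = DMSO-only wells as the low control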
DAX1 inh-1 – blocks DAX1 repression of SF-1 activated StAR promoter | 370,000 compounds, 1.1% hits | AID 652010 | HEK293T StAR-luciferase reporter, SF-1/DAX-1 repression relief | inhibition, % at 6.8 µM;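 active = inhibition above the mean over all tested compounds plus 3 SD, cut at about 3.6% in these data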;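 also: 0% = DAX-1 cells with DMSO and 100% = cells lacking DAX-1 with DMSO; higher inhibition means more luminescence from relief of DAX-1 repression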
hgDAF-12 ag – activates the H. glycines DAF-12 receptor ligand-binding domain. 370,000 compounds, 1.8% hits. AID 687014. activation, % at 6.8 µM. HEK293 GAL4-hgDAF12 UAS-luciferase reporter, agonist luminescence; normalized to butyrate control;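 active = activation above a cutoff set at the mean of all screened compounds plus 3 SD, cut at about 10% in these data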;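 also: 0% = DMSO wells and 100% = sodium butyrate wells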
NPR1 activator – GC-A (human) enzyme activation. P16066. HEK293 GC-A cells, cGMP TR-FRET, EC30 ANP; 0% at EC30 ANP, 100% saturating ANP. activation, % at 10 µM. 370,000 compounds, 0.14% hits; in the data active = activation above about 40%
Target sequence (P16066 whole entry, looked up): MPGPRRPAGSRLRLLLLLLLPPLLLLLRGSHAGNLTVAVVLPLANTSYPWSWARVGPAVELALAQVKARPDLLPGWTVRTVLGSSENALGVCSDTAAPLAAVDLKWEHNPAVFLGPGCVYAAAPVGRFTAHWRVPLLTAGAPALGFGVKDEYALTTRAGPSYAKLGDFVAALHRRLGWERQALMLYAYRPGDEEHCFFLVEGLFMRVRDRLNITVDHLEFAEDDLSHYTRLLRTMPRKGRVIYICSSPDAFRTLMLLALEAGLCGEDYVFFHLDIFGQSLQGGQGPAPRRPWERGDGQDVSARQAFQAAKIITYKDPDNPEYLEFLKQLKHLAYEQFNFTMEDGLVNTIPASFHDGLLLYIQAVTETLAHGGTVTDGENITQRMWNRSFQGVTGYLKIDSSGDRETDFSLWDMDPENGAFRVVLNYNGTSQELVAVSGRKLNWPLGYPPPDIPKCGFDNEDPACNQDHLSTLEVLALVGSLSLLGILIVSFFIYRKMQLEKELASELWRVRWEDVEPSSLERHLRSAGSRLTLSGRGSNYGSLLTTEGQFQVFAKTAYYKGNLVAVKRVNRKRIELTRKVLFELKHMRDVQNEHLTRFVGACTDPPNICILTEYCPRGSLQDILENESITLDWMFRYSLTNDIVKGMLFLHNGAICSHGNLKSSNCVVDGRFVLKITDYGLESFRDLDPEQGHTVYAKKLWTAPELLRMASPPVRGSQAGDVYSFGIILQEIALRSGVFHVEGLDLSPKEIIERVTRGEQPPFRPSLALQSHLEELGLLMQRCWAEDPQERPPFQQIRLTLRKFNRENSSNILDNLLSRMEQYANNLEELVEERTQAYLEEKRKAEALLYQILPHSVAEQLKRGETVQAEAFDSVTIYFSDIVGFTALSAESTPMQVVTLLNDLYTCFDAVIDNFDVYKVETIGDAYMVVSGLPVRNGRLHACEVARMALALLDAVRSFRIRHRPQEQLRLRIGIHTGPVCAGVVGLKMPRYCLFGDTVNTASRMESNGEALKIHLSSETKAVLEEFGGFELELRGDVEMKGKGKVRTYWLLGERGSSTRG
ssDAF12 agonist – activates DAF-12 receptor from parasite S. stercoralis. activation, % at 6.8 µM. HEK293 ssDAF-12/GRIP1 lit1-tk-luc reporter, luminescence; % of 3 µM dafachronic acid response. 370,000 compounds, 1% hits;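 active = activation above the mean over all tested compounds plus 3 SD, cut at about 0.9% in these data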;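 also: 0% = DMSO-only wells and 100% = 3 µM delta7-dafachronic acid wells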
DAX1 inh-2 – inhibits human nuclear receptor DAX1 | P51843 | HEK293 Gal4-DAX1 luciferase reporter, luminescence | inhibition, % at 6.75 µM | 340,000 compounds, 0.99% hits | AID 504766;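 active = inhibition above the mean over all tested compounds plus 3 SD, cut at about 4.2% in these data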;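 also: 0% = DAX1-transfected cells with DMSO and 100% = empty-vector control cells with DMSO; inhibition shows as a rise in luminescence from relieved DAX1 repression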
PG9 Ab binder – small molecules binding HIV-1 gp120 antibody PG9. TR-FRET gp120-PG9 antibody binding. inhibition, % at 6.7 µM. 360,000 compounds, 0.43% hits. AID 624416; in the data active = inhibition above about 8.5%
hcDAF-12 act – H. contortus DAF-12 activation, primary screen | 370,000 compounds, 1.4% hits | HEK293 hcDAF-12 lit1-tk-luc reporter, luminescence; 0% DMSO, 100% Δ7-dafachronic acid | activation, % at 6.8 µM;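 active = activation above the mean of all tested compounds plus 3 SD, cut at about 5.5% in these data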;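 also: 100% = response to 3 µM Δ7-dafachronic acid high control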
ADAM10 inh – inhibitors of human ADAM10; O14672; recombinant ADAM10, EDANS/DABCYL FRET peptide cleavage, 3 h; inhibition, % at 7 µM; 370,000 compounds, 0.62% hits; AID 720582;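 active = inhibition above a per-campaign cutoff equal to the mean of compounds falling between control-based bounds plus 3 SD, cut at about 20% in these data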;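 also: 0% = DMSO wells while the 100% control is not disclosed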
GAA850 FXN act – activators of GAA850 frataxin (FXN) promoter | HEK293 lucGAA850 FXN promoter luciferase reporter, 24 h; percent of 10 µM SAHA response | AID 540364 | 360,000 compounds, 0.56% hits | activation, % at 6 µM;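 active = activation above the average of all compounds screened plus 3 SD, cutoff fixed separately per campaign, cut at about 7.5% in these data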;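 also: 0% = DMSO wells and 100% = 10 µM SAHA wells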
SMARCA2 activ – increases SMARCA2 function in MMTV reporter cells; AID 652017; activation, % at 9.1 µM; MG213 cells, MMTV-luciferase reporter, dexamethasone, overnight; 370,000 compounds, 1% hits; in the data active = activation above about 7.8%;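 also: 0% = vehicle wells and 100% = reference activator wells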
* = called active by the depositor; i = inactive; . = no result given.

SMILES	ADAM17 inh	DAX1 inh-1	hgDAF-12 ag	NPR1 activator	ssDAF12 agonist	DAX1 inh-2	PG9 Ab binder	hcDAF-12 act	ADAM10 inh	GAA850 FXN act	SMARCA2 activ
C[C@H](CO)N1C[C@H](C)[C@H](CN(C)S(C)(=O)=O)OCc2cnnn2CCCC1=O	-2	-0.2	-5.1	0	-1.2	0.8	-0.2	-1.7	0	-1.2	7
Cc1ccccc1CN1C(=O)/C(=C\c2ccc(C(=O)NCCN3CCOCC3)cc2)Sc2ccccc21	3	-2.1	-1.9	2	-1.3	0.3	0.4	-1.9	2	3.0	1
COc1ccc(N(CC(=O)Nc2cccc(C)c2)S(=O)(=O)c2ccc(C)cc2)cc1OC	1	-0.4	3.2	-4	-0.9	-1.3	0.8	-2.0	-1	0.2	0
COc1ccc(NS(=O)(=O)c2cc(NC(=O)Cc3c(F)cccc3Cl)ccc2OC)cc1	4	0.1	1.1	-2	-1.9	-0.6	-1.6	-2.1	2	-0.1	0
O=S1(=O)CCOC[C@H](CC2CCCCC2)N1Cc1cccc(F)c1	1	0.2	2.2	-4	-1.2	0.1	2.2	-0.5	13	0.5	0
Cc1ccc2oc(C(=O)NC3CCS(=O)(=O)C3)c(C)c2c1 (stereo not given)	-6	1.7	1.1	3	-0.3	1.2	-1.8	-0.5	-4	2.5	-1
Cc1ccc2nccc(C(=O)N3CCCC(N4CCN(c5ccc(F)cc5)CC4)C3)c2c1 (stereo not given)	1	0.1	1.6	2	-1.2	-0.2	0.3	-2.0	-8	1.2	1
O=C(NC(Sc1ccc(Cl)cc1)C(=O)O)c1ccccc1 (stereo not given)	-3	-0.3	1.9	3	-1.2	-0.2	0.5	0.4	-14	-1.0	-3
CCCCN(C)C(=O)c1nc2ccccn2c1CN1CCC[C@H]1C(=O)OC	0	-0.3	1.0	3	-1.1	2.1	-1.7	-0.5	-1	-1.1	-2
O=C(C1=C(O)C(=O)N(CC2CCCO2)C1c1cccc(O)c1)c1ccco1 (stereo not given)	2	0.1	1.3	5	-1.2	-0.2	-0.4	0.0	9	-1.0	0
CC(C)(C)c1ccc(C(=O)N2CCC2(C)C(=O)NCc2ccc3c(c2)OCO3)cc1 (stereo not given)	-1	-2.9	-2.5	2	-1.1	.	1.2	-0.8	2	-1.6	-4
CC(C)OP(=O)(OC(C)C)C(Nc1ccccc1)c1cccnc1 (stereo not given)	-3	0.5	1.6	-5	-0.9	0.6	-0.1	0.4	-4	1.2	-6
CCOC(=O)c1sc(NC(C)=O)c(C(=O)OCC)c1C	-2	-0.3	0.3	-1	-0.8	0.3	-0.8	1.1	-1	-0.5	-2
CCOC(=O)c1cnn2c(C)cc(-c3ccccc3)nc12	-197	2.4	6.9	4	-0.5	4.3*	-1.2	4.0	i	4.2	7.9*
COc1ccc(-c2noc(CCCC(=O)NC3CCCCC3)n2)cc1OC	1	-0.3	1.3	-3	-1.1	-1.2	1.0	-1.5	1	0.8	-1
Cc1cc(Cl)c(OCCOCCN2CCC(C)CC2)c(Br)c1	2	-0.3	2.7	-7	-1.1	1.8	0.5	0.5	2	-0.2	7
COC(=O)Cn1ncc2c3ccccc3n(C)c2c1=O	-24	0.1	2.8	1	-0.8	3.0	0.0	0.0	-69	3.8	4
O=C(Cc1ccc(NC(=O)C2CCCN(C(=O)c3ccccc3)C2)cc1)Nc1ccc(C(=O)N2CCOCC2)cc1 (stereo not given)	10*	0.8	0.9	-2	-0.1	-0.3	-1.5	-1.6	2	-0.9	-3
Cc1nc(Cl)c2c(n1)N(CC(N)=O)C(=O)CO2	-2	0.1	0.9	-1	-1.8	4.2	0.3	-1.4	1	4.3	-4
O=C1OCCC1Sc1nc2ccccc2c(=O)n1Cc1ccc(F)cc1 (stereo not given)	-1	0.0	-0.8	19	-1.7	-1.0	-0.2	-0.4	-8	1.9	-1
CC(=O)c1ccc(NC(=S)N2CCN(CCN3C(=O)c4cccc5cccc(c45)C3=O)CC2)cc1	-2	0.0	-1.9	0	-0.1	0.4	-1.2	2.8	-3	-1.2	1
Nc1nc(SCC(=O)Nc2ccc(Cl)cc2C(F)(F)F)n[nH]1	-3	-0.8	-3.0	1	-0.4	-0.4	-1.9	-2.5	-6	0.3	-2
COc1ccc(C(=O)CCC(=O)NCCc2c[nH]c3ccccc23)cc1	2	-0.2	-0.4	-6	-0.4	-1.3	-0.9	-0.3	-6	0.0	-1
O=C1C=C(c2ccc(C(=O)O)cc2)C[C@@H](c2ccc(Cl)cc2)C1	-2	0.8	1.0	2	-1.4	2.2	-0.5	-0.8	4	4.4	3
Clc1ccccc1-c1nn2c(-c3cc(-c4ccccc4)n[nH]3)nnc2s1	2	-0.6	-2.1	1	-1.8	.	.	-2.2	1	.	-2
COc1ccccc1NC(=O)/C(C#N)=C/c1cccnc1	1	-1.8	-1.8	-2	-0.1	-0.1	-0.1	1.6	-2	1.4	3
CN(CCOc1ccc(Cl)cc1)C(=O)c1cc([N+](=O)[O-])ccc1N1CCOCC1	0	-2.6	-5.3	-1	-1.4	-2.0	0.8	-1.1	-1	-0.6	-2
c1ccc(-c2ncnc3cc4n(c23)CCC4)cc1	-37	-0.8	-2.9	-1	-1.4	-0.5	0.9	-1.6	-125	1.0	4
Cc1ccccc1OCC(=O)OCC(=O)NCCc1ccccc1	-5	2.1	0.3	4	-0.8	-0.2	-0.4	-0.9	-16	-0.5	-2
CN(CC1CCCO1)S(=O)(=O)c1ccc(C(=O)N2CCN(c3ccccc3)CC2)cc1 (stereo not given)	-1	0.2	0.4	0	-1.1	-0.2	-1.1	0.5	1	1.4	2
CC1CC(C)(C)CC2(C1)NC(=O)N(CC(=O)NCCc1c[nH]c3ccccc13)C2=O (stereo not given)	2	-0.6	0.6	2	-0.8	0.5	-0.2	3.3	1	0.9	0
CC(=O)c1c(C)[nH]c(C(=O)OCC(=O)c2ccc3c(c2)NC(=O)CO3)c1C	3	-2.1	2.2	-3	-1.8	-0.7	1.1	-1.7	-11	-1.2	-3
Cc1ccc(C2C=C(c3ccccc3)Nc3nc(N4C(=O)CCC4=O)nn32)cc1 (stereo not given)	-62	-0.9	-2.3	0	-0.6	.	0.4	0.6	-175	0.5	-2
Cc1ccc(C)c(OCC(=O)Nc2c(C)n(C)n(-c3ccccc3)c2=O)c1	-5	-0.9	-0.1	3	-0.6	0.0	-0.6	-0.6	-14	-1.9	-2
Oc1ccc(-c2[nH]ncc2-c2ccc(Br)cc2)c(O)c1	3	-0.1	5.4	67*	-0.8	6.4*	-0.5	-0.1	11	0.3	-1
C/C=C1\COC(C(=O)NCc2ccccc2)(C(F)(F)F)C=C1C=C1CCCCC1 (stereo not given)	2	0.1	-0.1	-1	-1.5	-0.9	-1.9	-2.0	4	0.8	1
COc1ccc(N2CCN(C(=O)CN3C(=O)NC(C)(C4CC4)C3=O)CC2)cc1 (stereo not given)	-6	0.1	-0.8	2	-1.7	0.1	-0.3	0.3	-11	0.9	-3
CCCCC(=O)Nc1ccc(C(=O)N(CC)c2ccccc2C)cc1	-3	0.0	1.1	4	-0.6	-1.8	-1.1	-1.9	-6	-0.3	0
CCc1ccc(C(=O)c2cc3ccc(O)cc3oc2=O)cc1	-2	0.8	1.2	0	-0.1	1.6	2.5	-0.7	-4	2.2	-2
CCOc1ccc(S(=O)(=O)N2CCCCC2)cc1NS(=O)(=O)c1cccs1	0	2.1	-0.9	0	-1.0	-1.1	-0.7	-1.3	-12	1.9	0
CC1CCCCC12NC(=O)N(CC(=O)NCc1cccs1)C2=O (stereo not given)	-1	0.7	-1.5	2	-1.9	0.2	-0.9	-1.2	-15	-1.4	0
O=C(NN1C(=O)/C(=C/C=C/c2ccco2)SC1=S)c1ccncc1	-2	-0.1	0.5	-7	-1.6	.	-2.4	1.5	1	2.2	3
COc1ccccc1OCc1nnc(SCC(=O)Nc2ccc(N3CCOCC3)cc2)n1C	0	-0.8	6.8	-2	-1.1	4.8*	-3.0	-0.3	-11	-0.8	0
COC(=O)CSc1nnc(NC(=O)/C=C\c2ccc3c(c2)OCO3)s1	-3	0.5	-2.6	13	-1.1	-0.4	-1.1	-1.1	-13	0.2	-2
O=C(NC12CC3CC(CC(C3)C1)C2)N1CCC(n2nnc3ccccc32)CC1	-1	0.5	-0.2	-1	-1.2	0.4	0.4	-1.3	4	2.7	-2

Fetched one by one from above:
SMILES	ADAM17 inh	DAX1 inh-1	hgDAF-12 ag	NPR1 activator	ssDAF12 agonist	DAX1 inh-2	PG9 Ab binder	hcDAF-12 act	ADAM10 inh	GAA850 FXN act	SMARCA2 activ
CC(C)(C)c1ccc(C(=O)N2CCC2(C)C(=O)NCc2ccc3c(c2)OCO3)cc1 (stereo not given)	-1	-2.9	-2.5	2	-1.1	.	1.2	-0.8	2	-1.6	-4
Cc1ccc(C2C=C(c3ccccc3)Nc3nc(N4C(=O)CCC4=O)nn32)cc1 (stereo not given)	-62	-0.9	-2.3	0	-0.6	.	0.4	0.6	-175	0.5	-2
CCCCN(C)C(=O)c1nc2ccccn2c1CN1CCC[C@H]1C(=O)OC	0	-0.3	1.0	3	-1.1	2.1	-1.7	-0.5	-1	-1.1	-2
COC(=O)Cn1ncc2c3ccccc3n(C)c2c1=O	-24	0.1	2.8	1	-0.8	3.0	0.0	0.0	-69	3.8	4

(listing goes on)
SMILES	ADAM17 inh	DAX1 inh-1	hgDAF-12 ag	NPR1 activator	ssDAF12 agonist	DAX1 inh-2	PG9 Ab binder	hcDAF-12 act	ADAM10 inh	GAA850 FXN act	SMARCA2 activ
COc1cc(C(=O)/C=C/c2cccnc2)ccc1O	2	-0.2	1.5	2	-0.8	-2.0	-2.9	-2.2	-10	0.5	3
C=CCNC(=O)c1ccc(CNS(=O)(=O)c2ccc(NC(C)=O)cc2)cc1	-3	-0.4	-0.8	-1	-0.3	1.4	2.2	0.2	-270	-1.9	-3
CC(C)(C)c1ccc(C2SCC(=O)N2c2cccc(C(=O)O)c2)cc1 (stereo not given)	-4	0.3	3.2	2	0.6	1.8	-2.2	0.8	2	0.3	-3
Cc1onc(-c2ccccc2)c1C(=O)OCC(=O)N1CCC(C)CC1	-9	-0.7	-0.5	2	-1.2	-0.3	-0.5	-1.2	-17	0.0	-1
CN(C)S(=O)(=O)c1cccc(C(=O)Nc2ccccc2[N+](=O)[O-])c1	-5	-0.8	4.0	0	-0.8	0.5	-1.1	-0.3	4	0.4	-1
CCOc1ccc(C(=O)Nc2cnn(Cc3ccc(Cl)c(Cl)c3)c2)cc1	4	0.1	-7.2	-4	-1.6	-2.0	0.6	-3.8	15	0.1	-3
COC(=O)c1c(NC(=O)/C=C/C(=O)O)sc(C)c1-c1ccc(C(C)C)cc1	-3	-1.5	-2.9	2	-1.2	0.7	-0.8	-1.8	-7	2.6	-4
CCCN1CCc2c(sc(NC(=O)CCS(=O)(=O)c3ccccc3)c2C(N)=O)C1	-20	0.6	1.0	2	-0.8	-0.1	-1.9	-0.6	-49	2.8	2
O=C(COC(=O)C1CCN(c2ccc(C(F)(F)F)cn2)CC1)NC1CCCCC1	-10	1.7	1.2	4	-0.2	-0.5	0.9	0.4	-13	-0.3	-2
COc1cccc(CC(=O)O[C@@H]2CCC[C@@]3(C(=O)N(Cc4ccccc4)c4ccccc43)[C@H]2NC(=O)CCc2ccccc2)c1	7	-1.9	-3.1	1	-1.7	.	.	-4.2	15	.	-5
